KDM5B inhibitor – Primary screen for KDM5B Histone Demethylases FDH-coupled qHTS. Lysine-specific demethylase 5B (Homo sapiens), Q9UGL1. KDM5B demethylase, FDH-coupled NADH fluorescence (FDH is formaldehyde dehydrogenase). Potency, µM (doses to about 57.7 µM), for inactives: at the highest dose activity change, negative = inhibition, most hits filed as inhibitors. actives 2.6% (n = 220,000); active = well fitted inhibition curve with a large enough effect; inconclusive = small, poorly fitted or top-dose-only effect; inactive = no such curve, though single readings can be large or run the other way; note: 0% is about no effect; nearly all actives have a fitted effect of over 70% in size
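Compound dilutions met 200 nM (final) KDM5BΔAP for 10 min at room temperature before substrate addition. The substrate mix held 12.5 µM H3K4me3 with cofactors 25 µM α-ketoglutarate and 50 µM Fe²⁺. NADH signal gain over 30 min defined activity.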
An asterisk follows results filed as active; ? = inconclusive; & = joins results of further samples; [ ] = remark or other dose. Potency is the fitted concentration of half-maximal effect. An excerpt; the hit share may differ from the screen's.

Sample of the layout (24 entries):
KDM5B inhibitor,molecule
4%,Cc1cc(C(=O)N2C[C@@H](CO)[C@H](c3ccccn3)C2)c(C)o1
?,N#Cc1ccc(CN2CCC3(CC(c4cccc(C(F)(F)F)c4)=NO3)C2)cc1 (centres undefined)
78%[activator],Cc1c(-c2ccc(Cl)cc2)[n+](=O)c(-c2ccccc2)cn1[O-]
-4%,CCOc1ccc(-c2nnc(SCC(=O)NC3CCCCC3)nc2-c2ccc(OCC)c(OC)c2)cc1OC
?,CCOc1ccc(-c2cc(C(=O)O)c3cc(C)cc(C)c3n2)cc1
-15%,Cc1cc2c(cc1S(=O)(=O)CCC(=O)N1CCN(c3ccccc3)CC1)OCC(=O)N2
16%,C=C(C)[C@@H]1CCC2(C(=O)OC)CC[C@]3(C)C(CCC4[C@@]5(C)C/C(=C\c6ccccc6)C(=O)C(C)(C)C5CC[C@]43C)C12 (some centres undefined)
-11%,O=C(CCc1ccc2c(c1)CCO2)Nc1ccc2c(c1)C(=O)N1CCC[C@H]1C(=O)N2
-3%,C/C(Cc1ccccc1)=N\NC(=O)c1ccc(C)cc1
-13%&1%,CCc1ccc(S(=O)(=O)c2cn(C)c3cc(F)c(F)cc3c2=O)cc1
-16%,Cc1ccc(-c2nnc(C3CN(C(=O)c4sc(C)nc4C)CC34CCOCC4)o2)cc1 (centres undefined)
2%,CCN(CC)c1ccc2nnc(CCC(=O)N3CCC(C)CC3)n2n1
12%,COC(=O)c1ccccc1NC(=O)CN(C)S(=O)(=O)c1c(C)noc1C
-9%[86.2 µM],Cn1ccnc1CN1CCOc2cc([S+](=O)([O-])Nc3nncs3)ccc2C1
13%,O=C(NC1CCOc2ccccc21)c1ccccn1 (centres undefined)
11%,CCc1ccc(NC(=O)c2cc(CN3CCOCC3)on2)cc1
3%,Cc1ccc(Nc2nc(N)nc(CN3CCN(Cc4ccc5c(c4)OCO5)CC3)n2)cc1Cl
-5%,CCn1cc(S(=O)(=O)N2CCCN(S(=O)(=O)c3ccccc3)CCC(=O)NCC2)cn1
7%,Cc1ccc(Cn2c(C3CCN(C(=O)c4cccc(C(F)(F)F)c4)CC3)n[nH]c2=O)cc1
16%,Cc1ccc(NC(=O)N2CCC(Oc3ncccc3C(=O)N3CCOCC3)C2)c(C)c1 (centres undefined)
-14%,COc1ccc(C(=O)NC2CCCN(c3cc(-c4ccc(Cl)cc4)[nH]n3)C2)cc1OC (centres undefined)
-4%,O=C(NCc1ccccn1)c1cccc(I)c1
9%,CCS(=O)(=O)Nc1ccc(C(=O)N2CC[C@](C)(O)[C@@H](O)C2)cc1
0%,O=C(CCCOC(=O)c1cc2ccccc2[nH]1)c1ccccc1

This part in full, repeating the preview:
KDM5B inhibitor,molecule
4%,Cc1cc(C(=O)N2C[C@@H](CO)[C@H](c3ccccn3)C2)c(C)o1
?,N#Cc1ccc(CN2CCC3(CC(c4cccc(C(F)(F)F)c4)=NO3)C2)cc1 (centres undefined)
78%[activator],Cc1c(-c2ccc(Cl)cc2)[n+](=O)c(-c2ccccc2)cn1[O-]
-4%,CCOc1ccc(-c2nnc(SCC(=O)NC3CCCCC3)nc2-c2ccc(OCC)c(OC)c2)cc1OC
?,CCOc1ccc(-c2cc(C(=O)O)c3cc(C)cc(C)c3n2)cc1
-15%,Cc1cc2c(cc1S(=O)(=O)CCC(=O)N1CCN(c3ccccc3)CC1)OCC(=O)N2
16%,C=C(C)[C@@H]1CCC2(C(=O)OC)CC[C@]3(C)C(CCC4[C@@]5(C)C/C(=C\c6ccccc6)C(=O)C(C)(C)C5CC[C@]43C)C12 (some centres undefined)
-11%,O=C(CCc1ccc2c(c1)CCO2)Nc1ccc2c(c1)C(=O)N1CCC[C@H]1C(=O)N2
-3%,C/C(Cc1ccccc1)=N\NC(=O)c1ccc(C)cc1
-13%&1%,CCc1ccc(S(=O)(=O)c2cn(C)c3cc(F)c(F)cc3c2=O)cc1
-16%,Cc1ccc(-c2nnc(C3CN(C(=O)c4sc(C)nc4C)CC34CCOCC4)o2)cc1 (centres undefined)
2%,CCN(CC)c1ccc2nnc(CCC(=O)N3CCC(C)CC3)n2n1
12%,COC(=O)c1ccccc1NC(=O)CN(C)S(=O)(=O)c1c(C)noc1C
-9%[86.2 µM],Cn1ccnc1CN1CCOc2cc([S+](=O)([O-])Nc3nncs3)ccc2C1
13%,O=C(NC1CCOc2ccccc21)c1ccccn1 (centres undefined)
11%,CCc1ccc(NC(=O)c2cc(CN3CCOCC3)on2)cc1
3%,Cc1ccc(Nc2nc(N)nc(CN3CCN(Cc4ccc5c(c4)OCO5)CC3)n2)cc1Cl
-5%,CCn1cc(S(=O)(=O)N2CCCN(S(=O)(=O)c3ccccc3)CCC(=O)NCC2)cn1
7%,Cc1ccc(Cn2c(C3CCN(C(=O)c4cccc(C(F)(F)F)c4)CC3)n[nH]c2=O)cc1
16%,Cc1ccc(NC(=O)N2CCC(Oc3ncccc3C(=O)N3CCOCC3)C2)c(C)c1 (centres undefined)
-14%,COc1ccc(C(=O)NC2CCCN(c3cc(-c4ccc(Cl)cc4)[nH]n3)C2)cc1OC (centres undefined)
-4%,O=C(NCc1ccccn1)c1cccc(I)c1
9%,CCS(=O)(=O)Nc1ccc(C(=O)N2CC[C@](C)(O)[C@@H](O)C2)cc1
0%,O=C(CCCOC(=O)c1cc2ccccc2[nH]1)c1ccccc1
19%,COc1ccc(-c2c(C(=O)O)sc3c2NC(=O)CC32C(=O)N(C)c3cc(F)ccc32)cc1 (centres undefined)

Arranged by the number under KDM5B inhibitor (high to low): 3 from the list above.
Compound,KDM5B inhibitor
CCS(=O)(=O)Nc1ccc(C(=O)N2CC[C@](C)(O)[C@@H](O)C2)cc1,9%
Cc1ccc(Cn2c(C3CCN(C(=O)c4cccc(C(F)(F)F)c4)CC3)n[nH]c2=O)cc1,7%
CCN(CC)c1ccc2nnc(CCC(=O)N3CCC(C)CC3)n2n1,2%

The listing continues.
KDM5B inhibitor,molecule
7%[86.2 µM],COc1ccc(C(=O)N2CCCn3nc(C)c(-c4ccnn4C(C)C)c32)cc1
0%,O=C(Nn1cnnc1)c1ccc(Br)cc1
?,N#C/C(=C\c1c(Oc2ccccc2Cl)nc2ccccn2c1=O)C(=O)NC1CCS(=O)(=O)C1 (centres undefined)
-9%,Cc1cc(CSCC(=O)Nc2ccc(C(F)(F)F)cc2)no1
13µM*,Cc1ccc(-c2ccc3nnc(CNC(=O)c4cnccn4)n3n2)cc1
-21%,Cc1cc2c(cc1S(=O)(=O)N(CCN(C)C)Cc1ccco1)OCC(=O)N2
1%,N#Cc1ccccc1S(=O)(=O)N[C@H]1CO[C@H]2[C@@H]1OC[C@H]2OC(=O)Nc1ccc(Oc2ccccc2)cc1
-7%,CCN(CC(=O)NC)S(=O)(=O)c1ccc(C)c2ncccc12
-8%,O=C1CC(c2noc(-c3ccccc3)n2)CN1c1ccc(F)c(Cl)c1 (centres undefined)
?,c1ccc(CN2CC(CNc3cccnc3)C3(C2)CN(c2ccccc2)C3)cc1 (centres undefined)
-6%,CCOc1cc(C#N)c(NC(=O)c2ccccc2)cc1OCC
3%,Cc1cccc(NC(=O)CSC2=Nc3ccccc3C3=NC(CCC(=O)NCc4ccco4)C(=O)N23)c1 (centres undefined)
17%,Cc1csc(SCC(=O)C(C)(C)C)n1
?,COc1cc(C(=O)N2CCNC(=O)C2CC(=O)Nc2ccc(C)c(C)c2)cc(OC)c1OC (centres undefined)
-39%,COCCCNC(=O)CCCCn1c(=O)c2ccccc2n(CC(=O)Nc2ccc(C)cc2C)c1=O
-18%,N#C/C(=C/c1cccc2c1OCCCO2)c1nc(-c2ccccn2)cs1
11%,Cc1ccc(-c2cc(N)n[nH]2)cc1
-9%,O=C1CC2(CCCC2)C(=O)N1Cc1ncc(-c2ccccc2)o1
-9%,CCOc1ccccc1NC(=O)Cn1c(=O)n(-c2ccc(C)cc2)c(=O)c2c1cnn2C
-17%,Cc1nn(C)c2ncc(NC(=O)CCc3ncc(-c4ccccc4)o3)cc12
26%,O=c1[nH]c2ccc(S(=O)(=O)N3CCCC3)cc2[nH]1
10%,CCNC(=O)CCc1c(C)nn(-c2ccc(F)cc2)c1Oc1ccccc1
?,Cc1ccc(C(=O)N2CCC3(CC2)CN(C2CCC2)CC3CO)s1 (centres undefined)
3%,Cc1cc(=O)n(CC(=O)Nc2ccccc2C)c(-c2ccc(F)cc2)n1
4%,Cc1ccc(NC(=O)CSc2ncnc3ccccc23)cc1Cl

Following part:
KDM5B inhibitor,molecule
-11%,COCC(=O)Nc1ccc(-c2c(CC(C)C)nn(-c3ccccc3)c2OC(C)=O)cc1
6%,C/C(=N/NC(=O)CNC(=O)c1cccs1)c1ccco1
15%,Cc1ccc(C(=O)N2CCCCCCNC(=O)[C@@H]3C[C@@H](c4nc(Cc5ccccc5)no4)C[C@@H]32)cn1
-20%,Cc1ccc(-n2nc3c(N4CCCC(C(=O)NCc5ccc(Cl)cc5)C4)nnc(C)c3c2C)cc1 (centres undefined)
22%,N#Cc1cccc(OCC(=O)Nc2ccccc2)c1
-21%,Cc1ccc(N2CC(c3noc(-c4cc(F)ccc4Cl)n3)CC2=O)cc1 (centres undefined)
-8%,CC(=O)N1CCc2nn(CC(=O)Nc3cccc(C)c3)c(=O)cc2C1
-21%,Cc1ccc(CSCCNC(=O)CN(c2cccc(C)c2C)S(=O)(=O)c2ccccc2)cc1
-29%,CCc1ccc(NC(=O)CSc2cn(CC(=O)N3CCCC3)c3ccccc23)cc1
-7%,O=C(C1CCOCC1)N1CCCC(CCc2ccccc2C(F)(F)F)C1 (centres undefined)
-12%,Cc1nnnn1-c1ccc(C(=O)Nc2ccc3c(c2)C(=O)N2CCC[C@H]2C(=O)N3)cc1
7%,COc1c(I)cc(Br)cc1/C=C/C(=O)O
?,Cc1ccc(C)c(NC(=O)C2CCCN(S(=O)(=O)c3c(C)noc3/C=C/N(C)C)C2)c1 (centres undefined)
-22%,CCCOc1ccc(C(=O)N(Cc2ccc(N(C)C)cc2)CC2CCCO2)cc1 (centres undefined)
0%,COc1ccc(C)cc1NC(=O)NC(c1ccccc1)c1nnc(-c2ccccc2Cl)o1 (centres undefined)
6%,CC(NC1CCN(c2ccc(NC(=O)C3CCCC3)cc2)CC1)c1cccs1 (centres undefined)
11%,Cc1ccc(-c2noc(CCC(=O)Nc3ccn(C)n3)n2)cc1
?,COc1ccc(-c2cc(N3CCC(NC(=O)c4ccc(C)cc4C)C3)n[nH]2)cc1 (centres undefined)
10%,Cc1ccc(C2Cn3cnc(C(=O)N4CCC(C(=O)NCCc5ccccc5)CC4)c3CO2)cc1 (centres undefined)
-17%,Cc1ccc(N/C=C/C(=O)c2ccco2)c(O)c1
-14%,CCCc1ccc(C(=O)CSc2nc(CN3CCOCC3)nc3ccccc23)cc1
-3%,CCC(=O)N1CCN(c2ccc(NC(=O)c3ccc(C#N)cc3F)cc2Cl)CC1
6%,O=C(N/N=C/c1cccc(I)c1)c1cccs1
-23%,COC(=O)c1cccnc1-n1c(=O)c2cccnc2n(CC(=O)Nc2cccc(C(F)(F)F)c2)c1=O
-24%,Cc1cccc(N2CCn3c2nc2c3c(=O)n(CCc3ccccc3)c(=O)n2C)c1

Going on with the list.
KDM5B inhibitor,molecule
-17%,Fc1ccc(N/N=C/c2c(F)cccc2F)c(F)c1
8%,O=C(CCc1ncc(-c2ccccc2F)o1)N1CCN(S(=O)(=O)c2cc(F)ccc2F)CC1
-13%,Cc1cnc2c(S(=O)(=O)N3CCCCC3)cccc2c1
4%,O=S(=O)(c1ccc(C(F)(F)F)cc1)N1CCCC(Cn2cnc3cccnc32)C1 (centres undefined)
-20%,COc1ccc(OC)c(NC(=O)C2CCCN(S(=O)(=O)c3c(C)nn(C)c3C)C2)c1 (centres undefined)
-7%,CC(CNC(=O)C1CCCC1)NC(=O)C1CCCC1 (centres undefined)
5%,CCN(CC(=O)NCCCn1ccnc1)S(=O)(=O)c1ccc(C)cc1
-10%,CCOc1ccc(NC(=O)c2nnn(-c3ccc(F)c(Cl)c3)c2C)cc1
-10%,N#C/C(C(=O)CCl)=C(/c1ccc(F)cc1)N1CCOCC1
-21%,COc1ccc(CCNC(=O)CN2C(=O)NC(c3ccc(C)cc3)C3=C2COC3=O)cc1OC (centres undefined)
311%[activator][86.2 µM],COc1cccc(CNC[C@H]2O[C@H](Cc3cc(CN4CCOCC4)on3)CC[C@@H]2O)c1
-11%,COc1ccc(-c2nc(Cn3nnc(C(=O)NCc4ccc(Cl)cc4)c3N)c(C)o2)c(OC)c1
3%,O=C(O)c1ccc(NC(=O)c2ccc(Br)o2)c(NC(=O)c2ccc(Br)o2)c1
?,O=C(Nc1ccc2nc(SCC(=O)N3CCCC3)sc2c1)c1cccc(F)c1
0%,COc1ccc(C(=O)Nc2ccc3nc4c(c(Nc5ccccc5OC)c3c2)CCCC4)c(OC)c1
-11%,O=C(NCCNC(=O)c1cc2ccccc2[nH]1)C(=O)NCc1ccccc1
26%,CCOc1ccc(CN(Cc2cccc(Oc3ncccn3)c2)C2CC2)cc1
-21%,CC(=O)c1ccc(NC(=O)C2(c3ccccc3)CCCC2)cc1
79µM*,O=C(NC1CCNCC1)c1cc(C2CC2)nc2onc(C3CCNC3)c12 (centres undefined)
10%,Fc1cc(F)cc(-c2noc3ncnc(Nc4ccc(-c5ccno5)cc4)c23)c1
2%,CC(C)(C)C(=O)N1C[C@@H](COc2cccnc2)[C@H](c2ccccn2)C1
-25%,CN(Cc1cc2n(n1)CCNC2)Cc1cnc(-c2ccccc2)s1
34%,COc1ccc(OCCNC(=O)CCCO)cc1
